T cruzi growth – T. cruzi intracellular proliferation inhibitors, primary screen, cell-based, beta-gal Tulahuen parasites, NIH3T3 host, luminescence; T. cruzi beta-gal in NIH3T3, GalScreen luminescence, 90 h; 5.9% of 77,000 active; inhibition, % at 8.34 µM;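 active = mean inhibition above about 93%, with at least 55% of replicates each passing it, limit read from the data, passing the limit was not always enough; inconclusive = only one of those two conditions holds; inactive = neither condition holds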
KDM4C inh – inhibitors of GASC-1 (KDM4C) histone demethylase, primary screen, biochemical, single concentration HTS. GST-KDM4C 2-372, H3K9me3 peptide, LANCE TR-FRET. 0.15% of 96,000 active. Lysine-specific demethylase 4C (Homo sapiens), Q9H3R0. inhibition, % at 12.5 µM;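 active = mean replicate inhibition above about 25%, with at least 55% of replicates also reaching it, limit read from the data, passing the limit was not always enough; inconclusive = only one of those two conditions met; inactive = neither condition met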
Target sequence (Q9H3R0 2-372 limits assumed): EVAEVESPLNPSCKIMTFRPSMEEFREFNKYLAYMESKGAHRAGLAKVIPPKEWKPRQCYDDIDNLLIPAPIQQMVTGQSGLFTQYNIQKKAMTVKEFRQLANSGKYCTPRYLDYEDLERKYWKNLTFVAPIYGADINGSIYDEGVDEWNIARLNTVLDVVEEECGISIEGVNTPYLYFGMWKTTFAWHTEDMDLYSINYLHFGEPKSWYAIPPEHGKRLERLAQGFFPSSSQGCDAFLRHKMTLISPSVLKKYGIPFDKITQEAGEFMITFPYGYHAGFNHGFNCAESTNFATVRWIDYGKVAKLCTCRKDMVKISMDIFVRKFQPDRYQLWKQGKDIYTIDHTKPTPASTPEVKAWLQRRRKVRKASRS
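Compound: one test concentration per compound; Material: GST-GASC-1 enzyme fragment 2-372; Amount: GASC-1 enzyme at 10 nM final in reaction; Also added: H3K9me3 peptide substrate, Fe(II), 2-oxoglutarate; Technique: LANCE TR-FRET; Times: 30 min demethylation and 1 h detection at room temperature.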
Pf Dd2 inh – P. falciparum Dd2 growth inhibitors, primary screen, SYBR Green fluorescence, single dose replicates; 72 h; hits give low values; activity change, % at 10 µM; 2.3% of 94,000 active; AID 1159554, 2015; in the data active = activity change below about -80%; inconclusive = no clear call, values can overlap the other calls
C diff HTS – C. difficile growth inhibitors, primary screen, HTS. Clostridium difficile clinical isolate growth, OD600, 24 h; hits give low values. growth activity, negative = inhibition, % at 16 µg/mL (by protocol). 0.25% of 86,000 active. AID 1259249, 2017;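 active = mean growth activity at or below -80% and every replicate also at or below -80%; inconclusive = mean at or below -80% but some replicate above -80%; inactive = mean growth activity above -80%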;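 note: 0% = DMSO wells and -100% = levofloxacin 16 µg/mL wells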
* marks the source's active call; other numbers are inactive results; ? = inconclusive; . = no result given.

SMILES	T cruzi growth	KDM4C inh	Pf Dd2 inh	C diff HTS
Cc1noc(C)c1NC(=O)N(C)C[C@@H]1Oc2c(NC(=O)Nc3ccc(F)cc3)cccc2C(=O)N([C@@H](C)CO)C[C@@H]1C	5.2	-1.1	11.6	-5.5
COc1ccc(CNC(=O)C[C@H]2CC[C@H](NC(=O)c3ccc4c(c3)OCO4)[C@H](CO)O2)cc1	-24.6	1.0	9.8	-2.4
Cc1cc(C(=O)Nc2cccc3c2O[C@H](CN(C)C(=O)Nc2cccc4ccccc24)[C@@H](C)CN([C@H](C)CO)C3=O)n(C)n1	29.4	17.0	1.9	-2.3
C[C@@H]1CCCCO[C@H](CN(C)S(=O)(=O)c2cn(C)cn2)[C@H](C)CN([C@@H](C)CO)C(=O)c2cc(NS(C)(=O)=O)ccc2O1	-92.8	.	24.2	3.8
C[C@@H]1CCCCO[C@@H](CN(C)C(=O)CCC(F)(F)F)[C@H](C)CN([C@@H](C)CO)C(=O)c2cc(NS(=O)(=O)c3ccccc3)ccc2O1	10.8	-1.2	12.8	6.0
CCC(=O)N1[C@@H](CO)[C@H](c2ccccc2)[C@@H]1CNC(=O)CN1CCOCC1	-41.0	-0.9	14.0	0.8
O=C(C[C@H]1C=C[C@H](NC(=O)C2CC2)[C@H](CO)O1)NCC1CC1	.	-0.5	-16.8	-1.5
CCCNC(=O)N1CC(=O)N2[C@H](C1)[C@H](c1ccc(C#Cc3cccc(OC)c3)cc1)[C@@H]2CO	.	.	-44.9	4.6
CCCNC(=O)N[C@H]1C=C[C@@H](CC(=O)NC2CCCCC2)O[C@@H]1CO	-28.8	1.1	18.4	.
O=C(c1cnccn1)N1CC[C@@H]2[C@H]1c1cc(-c3ccccc3)ccc1N[C@@H]2CO	86.8	-2.0	-16.6	-19.1
O=C(C[C@H]1CC[C@@H](NC(=O)c2ccncc2)[C@@H](CO)O1)NCCc1ccncc1	.	1.3	-3.7	-0.5
CCC(=O)N1CCC2(CC1)CN(Cc1cc(F)ccc1F)[C@@H](CO)c1[nH]c3cc(OC)ccc3c12	.	-0.7	-90.2*	4.1
COc1cccc(S(=O)(=O)N[C@H]2CC[C@H](CC(=O)NC3CCC3)O[C@H]2CO)c1	-40.4	0.4	13.4	1.3
O=C(Cc1ccccn1)N1CC(=O)N2[C@H](CO)[C@H](c3ccc(C#CCC4CCCC4)cc3)[C@@H]2C1	.	0.4	-26.4	-2.4
CCNC(=O)C[C@@H]1CC[C@H]2[C@@H](COC[C@@H](O)CN2C(=O)Nc2ccc(Cl)c(Cl)c2)O1	10.6	-1.4	4.5	.
COc1cccc(C(=O)Nc2ccc3c(c2)C(=O)N(C)C[C@H](OC)[C@H](C)CN[C@H](C)CO3)c1	-295.8	-1.0	13.8	.
C[C@H]1CN([C@@H](C)CO)C(=O)c2cccc(NS(=O)(=O)c3ccccc3)c2O[C@@H]1CN(C)C	26.4	0.5	8.8	-0.7
COCC(=O)N1[C@H](CO)[C@@H](c2ccccc2)C12CN(C(=O)c1cccnc1)C2	.	-1.2	37.1	-10.2
Cc1ccc(S(=O)(=O)N(C)C[C@H]2Oc3ccc(NC(=O)Nc4ccc5c(c4)OCO5)cc3CC(=O)N([C@H](C)CO)C[C@@H]2C)cc1	-80.8	-0.1	-32.9	0.7
C[C@@H]1CN([C@H](C)CO)C(=O)c2cc(N(C)C)ccc2O[C@H]1CN(C)S(=O)(=O)c1ccc(F)cc1	.	1.1	3.0	1.0
C[C@H](CO)N1C[C@H](C)[C@@H](CN(C)S(=O)(=O)c2cn(C)cn2)Oc2c(NC(=O)c3nc4ccccc4s3)cccc2C1=O	74.9	-0.1	27.4	.
C[C@@H]1CN([C@@H](C)CO)C(=O)c2cccc(NC(=O)C3CC3)c2O[C@@H]1CN(C)Cc1ccc(-c2ccccc2)cc1	68.9	0.7	-15.0	1.2
CC=Cc1ccc2n(c1=O)C[C@@H]1[C@@H](CO)[C@H](C(=O)NCC)[C@H]2N1Cc1nccs1 (mixture of isomers)	56.4	-2.1	-4.3	1.4
COc1ccc(NC(=O)Nc2cccc3c2O[C@@H](CN(C)Cc2ccccc2)[C@@H](C)CN([C@@H](C)CO)C3=O)cc1	42.2	1.8	0.0	-4.0
C[C@H]1CN([C@@H](C)CO)S(=O)(=O)c2ccc(-c3ccc(C#N)cc3)cc2O[C@H]1CN(C)C(=O)Nc1cc(F)ccc1F	122.1*	0.4	-73.9	0.8
C[C@H]1CN([C@@H](C)CO)C(=O)c2ccccc2-c2ccccc2CO[C@H]1CN(C)Cc1ccc(Cl)c(Cl)c1	.	-0.6	-76.4	5.5
COc1cccc(NC(=O)N[C@@H]2CC[C@@H](CC(=O)Nc3ccccc3)O[C@@H]2CO)c1	.	-1.2	-30.3	-2.4
O=C(NCC1CC1)[C@H]1[C@H](CO)[C@H]2Cn3c(cccc3=O)[C@@H]1N2C(=O)c1ccc(F)cc1	-13.2	-1.1	1.6	-3.8
COCC(=O)N1CC2(C1)CN(Cc1ccc3c(c1)OCO3)[C@H](CO)c1c2c2ccc(OC)cc2n1C	.	-0.3	-28.9	-0.2
C[C@@H]1CN([C@@H](C)CO)C(=O)Cc2cc(NS(=O)(=O)c3cccs3)ccc2O[C@@H]1CN(C)S(=O)(=O)c1cn(C)cn1	16.3	2.4	-2.8	-0.4
C[C@@H]1CN([C@H](C)CO)S(=O)(=O)c2ccc(-c3ccccc3)cc2O[C@@H]1CN(C)C(=O)c1ccccc1F	42.1	-0.2	-14.4	-5.5
Cc1ccc(-c2ccc3c(c2)O[C@H](CN(C)C(=O)Nc2ccc(F)cc2)[C@@H](C)CN([C@@H](C)CO)S3(=O)=O)cc1	114.2*	3.9	-13.3	6.4
CCCC(=O)Nc1ccc2c(c1)OC[C@H](C)N(Cc1ccc(-c3ccccn3)cc1)C[C@@H](C)[C@H](OC)CN(C)C2=O	47.0	-0.1	-31.2	3.1
O=C(NCC[C@H]1CC[C@H](NC(=O)C2CCOCC2)[C@H](CO)O1)c1ccc(F)cc1	20.6	0.8	4.8	0.0
C[C@@H]1CN([C@@H](C)CO)C(=O)c2cc(NC(=O)C3CC3)ccc2O[C@@H]1CN(C)Cc1ccc(C(F)(F)F)cc1	77.3	0.2	-0.5	8.2
COCC#Cc1cnc2c(c1)C(=O)N([C@H](C)CO)C[C@H](C)[C@@H](CN(C)C(=O)Nc1c(C)noc1C)O2	8.6	-0.4	28.1	-0.3
Cc1noc(C)c1NC(=O)N(C)C[C@H]1Oc2ccc(NS(=O)(=O)c3cccs3)cc2CC(=O)N([C@@H](C)CO)C[C@@H]1C	14.3	-0.6	12.0	3.2
C[C@@H]1CCCCO[C@H](CN(C)S(=O)(=O)c2cn(C)cn2)[C@@H](C)CN([C@@H](C)CO)C(=O)c2cc(NC(=O)NC3CCCCC3)ccc2O1	14.5	-1.6	10.2	-1.8
C[C@H](CO)N1C[C@H](C)[C@@H](CN(C)Cc2ccc(C(=O)Nc3ccccc3N)cc2)Oc2ccc(NC(=O)Cn3cnnn3)cc2CC1=O	50.9	0.2	-1.0	-0.6
COc1ccc(CN(C)C[C@@H]2Oc3ccc(NC(=O)C4CCCCC4)cc3CC(=O)N([C@H](C)CO)C[C@@H]2C)cc1	59.1	0.3	-17.2	2.8
C[C@H]1CCCCO[C@H](CN(C)C(=O)C2CCCCC2)[C@@H](C)CN([C@@H](C)CO)C(=O)c2cc(NS(C)(=O)=O)ccc2O1	17.2	1.2	9.4	-5.7
C[C@@H]1CCCCO[C@H](CN(C)Cc2ccncc2)[C@H](C)CN([C@H](C)CO)C(=O)c2cc(NS(C)(=O)=O)ccc2O1	7.7	1.8	-2.0	-2.5
O=C(O)C[C@H]1CC[C@@H](NC(=O)Nc2cc(F)ccc2F)[C@H](CO)O1	.	0.8	5.1	-2.7
C[C@@H]1CN([C@H](C)CO)C(=O)c2cc(-c3ccncc3)cnc2O[C@H]1CN(C)Cc1cccnc1	-91.0	-2.0	47.4	0.4
COc1ccc(CNC(=O)C[C@@H]2CC[C@H]3[C@@H](COc4ccc(NC(=O)C5CC5)cc4C(=O)N3C)O2)cc1	42.8	-1.2	-10.2	.
CO[C@@H]1CN(C)C(=O)c2ccc(NC(=O)CN(C)C)cc2OC[C@@H](C)N(C(=O)c2ccncc2)C[C@H]1C	-20.0	2.6	3.0	.
COCC(=O)N1CC(=O)N2[C@H](CO)[C@@H](c3ccc(C#CC(C)C)cc3)[C@H]2C1	.	2.3	45.1	-2.4
C[C@@H]1CN([C@@H](C)CO)C(=O)c2cc(NC(=O)Nc3cccc4ccccc34)ccc2O[C@H]1CN(C)CC1CCCCC1	-7.5	0.2	-1.9	.
COc1ccc(NC(=O)N(C)C[C@H]2OCCCC[C@@H](C)Oc3ccc(NS(=O)(=O)c4c(C)noc4C)cc3C(=O)N([C@H](C)CO)C[C@H]2C)cc1	35.0	-0.8	-29.0	4.1
COCC#Cc1cnc2c(c1)C(=O)N([C@@H](C)CO)C[C@H](C)[C@H](CN(C)C(=O)Cc1ccncc1)O2	-38.1	-0.3	41.4	-1.1
Cc1noc(C)c1NC(=O)Nc1ccc2c(c1)CC(=O)N([C@H](C)CO)C[C@H](C)[C@H](CN(C)C(=O)Nc1ccc(F)cc1)O2	8.8	0.9	21.0	-1.7
COc1ccccc1NC(=O)N1C[C@H]2[C@@H](c3ccccc31)[C@H](CO)N2CC1CCOCC1	68.0	-0.1	-5.7	-5.5
COc1ccccc1-c1ccc([C@H]2[C@@H](CO)N[C@@H]2CNC(=O)C2CC2)cc1	.	-1.2	-10.8	2.8
C[C@@H]1CN([C@@H](C)CO)C(=O)Cc2cc(N(C)C)ccc2O[C@H]1CN(C)S(=O)(=O)c1ccc(F)cc1	.	0.4	-6.6	-7.3
COc1ccc(CN(C)C[C@@H]2OCCCC[C@H](C)Oc3ccc(NS(=O)(=O)c4c(C)noc4C)cc3C(=O)N([C@H](C)CO)C[C@@H]2C)cc1	7.3	-1.8	-41.9	-9.0
Cc1noc(C)c1S(=O)(=O)N(C)C[C@@H]1Oc2c(cccc2N(C)C)C(=O)N([C@@H](C)CO)C[C@H]1C	17.0	1.2	-8.0	5.5
COCC(=O)N1[C@H](C#N)[C@@H](c2ccccc2)[C@H]1CO	62.5	-1.7	42.0	-0.5
COc1ccccc1-c1ccccc1[C@H]1[C@@H](C#N)N(C(=O)CN(C)C)[C@@H]1CO	.	0.3	-40.6	5.5
Cc1noc(C)c1NC(=O)N[C@@H]1CC[C@H](CC(=O)NCCCN(C)C)O[C@@H]1CO	3.2	2.8	4.5	.
C[C@H](CO)N1C[C@H](C)[C@@H](CN(C)Cc2ccc(Oc3ccccc3)cc2)Oc2c(NC(=O)c3ccc(-c4nccs4)cc3)cccc2C1=O	?	-9.4	-63.8	.

Fetched by compound from the list above (4):
SMILES	T cruzi growth	KDM4C inh	Pf Dd2 inh	C diff HTS
COc1ccc(NC(=O)N(C)C[C@H]2OCCCC[C@@H](C)Oc3ccc(NS(=O)(=O)c4c(C)noc4C)cc3C(=O)N([C@H](C)CO)C[C@H]2C)cc1	35.0	-0.8	-29.0	4.1
Cc1noc(C)c1S(=O)(=O)N(C)C[C@@H]1Oc2c(cccc2N(C)C)C(=O)N([C@@H](C)CO)C[C@H]1C	17.0	1.2	-8.0	5.5
Cc1noc(C)c1NC(=O)Nc1ccc2c(c1)CC(=O)N([C@H](C)CO)C[C@H](C)[C@H](CN(C)C(=O)Nc1ccc(F)cc1)O2	8.8	0.9	21.0	-1.7
COc1ccccc1-c1ccccc1[C@H]1[C@@H](C#N)N(C(=O)CN(C)C)[C@@H]1CO	.	0.3	-40.6	5.5

Going on with the list:
SMILES	T cruzi growth	KDM4C inh	Pf Dd2 inh	C diff HTS
C[C@@H]1CN([C@@H](C)CO)C(=O)Cc2cc(NC(=O)NC3CCCCC3)ccc2O[C@@H]1CN(C)C(=O)Nc1ccc(C(F)(F)F)cc1	22.9	-1.8	-30.6	1.8
C[C@H]1CCCCO[C@H](CN(C)CC2CC2)[C@@H](C)CN([C@@H](C)CO)C(=O)c2cc(NC(=O)Nc3ccccc3)ccc2O1	65.5	.	-73.0	0.2
Cc1noc(C)c1S(=O)(=O)N(C)C[C@H]1Oc2ccc(NC(=O)C3CC3)cc2CC(=O)N([C@@H](C)CO)C[C@H]1C	4.2	0.4	43.2	-9.4
C[C@H](CO)N1C[C@H](C)[C@@H](CN(C)C(=O)c2ccccn2)Oc2cc(C#Cc3ccccc3)ccc2S1(=O)=O	39.0	.	-61.9	4.2
COc1ccc(S(=O)(=O)Nc2ccc3c(c2)C(=O)N([C@H](C)CO)C[C@@H](C)[C@H](CN(C)C(=O)Nc2ccc(C(F)(F)F)cc2)OCCCC[C@H](C)O3)cc1	40.1	0.5	-68.0	13.5
C[C@H]1CN([C@@H](C)CO)C(=O)c2c(c3ccccc3n2C)-c2ccccc2CO[C@@H]1CN(C)Cc1cccc(O)c1	.	-1.5	-88.5*	-0.1
C[C@@H]1CN([C@@H](C)CO)S(=O)(=O)c2ccc(-c3ccc(F)cc3)cc2O[C@H]1CN(C)C	57.6	0.5	-5.8	0.5

Compound activity deposited in PubChem by Broad Institute.
